M5 antag: blocks acetylcholine activation of human M5 receptor | P08912 | CHO-hM5 cells, Fluo-8 calcium fluorescence, ACh EC80 | inhibition, % at 3 µM | actives 0.59% (n = 360,000);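 active means inhibition above a per-plate cutoff, the mean of that plate's test compounds plus 3 SD, cut at about 27% in these data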;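 further: 0% = acetylcholine EC80 with DMSO and 100% = DMSO without agonist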
Target sequence (P08912 whole entry, looked up): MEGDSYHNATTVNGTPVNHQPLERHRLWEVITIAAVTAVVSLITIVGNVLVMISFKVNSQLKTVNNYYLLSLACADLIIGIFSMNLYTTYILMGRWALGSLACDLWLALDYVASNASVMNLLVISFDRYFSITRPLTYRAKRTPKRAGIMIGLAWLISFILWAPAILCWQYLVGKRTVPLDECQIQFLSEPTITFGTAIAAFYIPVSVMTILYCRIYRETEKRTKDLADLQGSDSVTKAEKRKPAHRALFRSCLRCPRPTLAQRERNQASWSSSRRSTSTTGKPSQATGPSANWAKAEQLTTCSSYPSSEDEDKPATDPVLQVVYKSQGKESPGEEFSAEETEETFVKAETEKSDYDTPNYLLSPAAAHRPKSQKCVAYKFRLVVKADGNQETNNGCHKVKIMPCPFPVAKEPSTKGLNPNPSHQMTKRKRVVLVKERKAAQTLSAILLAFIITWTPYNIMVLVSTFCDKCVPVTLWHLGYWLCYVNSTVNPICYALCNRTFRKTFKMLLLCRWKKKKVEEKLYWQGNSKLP
CHRM5 PAM: positive allosteric modulators of human muscarinic M5 receptor. P08912. CHO-K1 hM5, Fluo-8 calcium, ACh EC20 PAM; 0% = ACh EC20, 100% = ACh EC100. activation, % at 3 µM. actives 0.3% (n = 360,000). AID 624038;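 active means activation above the run cutoff, the mean activation of all test compounds plus 3 SD, cut at about 18% in these data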
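Test system: CHO-K1 hM5 cells / Doses: single-point, 3 µM nominal / Times: Post-acetylcholine fluorescence recording 140 s / Technique: Fluo-8 calcium fluorescence / Measure: Max/basal fluorescence ratio as % of EC20–EC100 ACh window / Benchmarks: low control EC20 acetylcholine (0%), high control EC100 acetylcholine (100%) / Replicates: one well per compound, no replicates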
TAAR1 agonist: human TAAR1 agonism. Q96RJ0. CHO RD-HGA16 TAAR1, Fluo-8 calcium fluorescence; vehicle wells 0%, saturating PEA agonist 100%. activation, % at 3 µM. actives 0.99% (n = 360,000);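 active means activation above the mean activation of all test compounds in the run plus 3 SD, cut at about 38% in these data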
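Signal – calcium-sensitive Fluo-8 signal, excitation 470-495, emission 515-575 nm · System – RD-HGA16 (CHO) cells co-expressing Gα16 and hTAAR1 · Incubation – 17-24 h seeding, 75 min 37 °C dye, 30 min RT · Compound dosing – 3 µM single concentration · Repeats – no replicates (n 1)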
CHRM4 antagonist: antagonists of human muscarinic M4 receptor (CHRM4) | CHO-hM4 cells, ACh EC80, Fluo-8 calcium fluorescence | inhibition, % at 3 µM | actives 0.73% (n = 360,000) | AID 624125;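 active means inhibition above its plate's cutoff, the mean inhibition of sample wells plus 3 SD, cut at about 27% in these data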;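 further: 0% = acetylcholine EC80 with DMSO and 100% = DMSO without agonist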
Target sequence (P08173 whole entry, looked up): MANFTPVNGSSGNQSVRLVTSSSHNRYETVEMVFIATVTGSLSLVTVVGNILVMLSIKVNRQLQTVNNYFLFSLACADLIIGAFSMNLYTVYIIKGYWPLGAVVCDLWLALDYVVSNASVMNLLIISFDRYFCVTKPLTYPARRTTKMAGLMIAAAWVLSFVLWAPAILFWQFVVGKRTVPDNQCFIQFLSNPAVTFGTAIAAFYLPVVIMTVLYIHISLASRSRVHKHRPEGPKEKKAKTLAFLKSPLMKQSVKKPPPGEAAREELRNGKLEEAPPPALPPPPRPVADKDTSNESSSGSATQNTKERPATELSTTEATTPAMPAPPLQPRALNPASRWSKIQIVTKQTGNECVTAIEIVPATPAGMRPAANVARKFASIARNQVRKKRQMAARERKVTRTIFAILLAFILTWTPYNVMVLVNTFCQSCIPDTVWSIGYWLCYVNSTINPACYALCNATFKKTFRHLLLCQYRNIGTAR
CHRM4 agonist: CHRM4 agonism in calcium assay; P08173; CHO-K1 hM4/Gqi5, Fluo-8 calcium fluorescence; vehicle 0%, full acetylcholine response 100%; activation, % at 3 µM; actives 0.14% (n = 360,000); AID 624127;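 active means activation above the run mean over all test wells plus 3 SD, cut at about 32% in these data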;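 further: peak over basal fluorescence ratio per well then scaled between controls; 0% = DMSO wells and 100% = acetylcholine at EC100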
CHRM5 agonist: CHRM5 agonism in calcium assay; P08912; CHO-K1 hM5 cells, Fluo-8 calcium fluorescence; 0% DMSO wells, 100% maximal acetylcholine response; activation, % at 3 µM; actives 0.19% (n = 360,000); AID 624037;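 active means activation above the run's mean over test compounds plus 3 SD, cut at about 23% in these data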;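 further: signal is peak over basal fluorescence ratio across the kinetic read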
CHRM1 PAM: human CHRM1 positive allosteric modulation | P11229 | CHO-K1 hM1, Fluo-8 calcium fluorescence, ACh EC20; 0% = ACh EC20, 100% = maximal ACh | actives 0.088% (n = 360,000) | activation, % at 3 µM; in the data active means activation above about 19%, passing the limit was not always enough
M1 antag: antagonists of human M1 muscarinic receptor | CHO-K1 hM1, Fluo-8 calcium fluorescence, ACh EC80 antagonist | inhibition, % at 3 µM | actives 1.3% (n = 360,000);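 active means percent inhibition above its own plate's cutoff, namely the mean of that plate's compound wells plus 3 SD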;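 further: peak over basal fluorescence ratio during 140 s after agonist addition; 0% = ACh EC80 plus DMSO and 100% = DMSO alone without agonist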
M1 ag: activates human CHRM1 receptor | CHO-K1 hM1, Fluo-8 calcium fluorescence, agonist mode; 0% DMSO, 100% acetylcholine EC100 | activation, % at 3 µM | actives 0.33% (n = 360,000);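 active means activation above the run's mean compound activation plus 3 SD, cut at about 16% in these data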;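 further: peak over basal fluorescence ratio within a 140 s kinetic read after compound addition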
The depositor's hits bear a star; · = not tested or not shown. This is a subset; rates above refer to the full screens.

1. COC(=O)[C@@]12CCCCN1[C@H](c1ccc(-c3ccc(Cl)c(Cl)c3)cc1)[C@H]1C(=O)N(C)C(=O)[C@H]12
2. O=C(Nc1cccnc1)c1ccc2c(c1)C(=O)N(Cc1cccnc1)C2=O
3. COC(=O)Nc1ccc(S(=O)(=O)N(CCO)CC(F)(F)C(F)F)cc1
4. C[C@H](NC(=O)c1ccco1)C(=O)NCCc1ccc(S(N)(=O)=O)cc1
5. O=C(Nc1ccc(Cl)c(Cl)c1)OCc1cccnc1
6. CCCOc1ccc(-c2nnn(CC(=O)N3CCC(C)CC3)n2)cc1
7. Cc1cccc(N(Cc2ccccc2)C(=O)CCl)c1
8. CCC(=O)c1ccc(OCC(O)CN2CCN(c3ccccn3)CC2)cc1 (stereo unspecified)
Assay by compound	1	2	3	4	5	6	7	8
CHRM4 antagonist	-3	-17	-10	-5	34*	-6	-10	-4
CHRM5 agonist	0	-3	-1	0	5	1	-9	-18
CHRM1 PAM	1	2	3	6	-8	-2	-8	12
CHRM5 PAM	0	-2	2	2	-16	-5	8	1
TAAR1 agonist	3	6	5	0	14	9	1	3
M5 antag	8	-7	-3	2	31*	-1	-17	-2
M1 ag	-4	-3	0	-2	0	-2	-16	-8
CHRM4 agonist	1	4	1	0	17	5	0	3
M1 antag	-6	-3	-7	-23	33*	-29	-9	-28

9. CC(C)(C)NC(=S)Nc1cccc(C(F)(F)F)c1
10. Cc1[nH][nH]c(=O)c1N=Nc1ccc(Br)c(Cl)c1
11. CCC(C)NCCCCOc1cc(C)cc(C(C)C)c1 (stereo unspecified)
12. COc1ccc(/C=N/N=C/c2ccc(OC)c(O)c2)cc1O
13. COC(=O)C1=C(C)N(Cc2ccccc2)C(=NCc2cccc(Cl)c2)N[C@H]1c1cccc(F)c1
14. COc1ccc(CNC/C=C/c2ccccc2)cc1
15. O=C(CCc1ccccc1)NNc1cc(N2CCCCC2)nc(N2CCCCC2)n1
16. O=C(NCc1ccc(Cl)cc1)N1CCOCC1
Assay by compound	9	10	11	12	13	14	15	16
CHRM4 antagonist	-2	9	10	3	18	-1	-2	1
CHRM5 agonist	4	-4	-8	4	5	-10	11	-2
CHRM1 PAM	-5	-2	-25	9	0	7	11	-5
CHRM5 PAM	-21	-6	-9	-1	1	3	10	-5
TAAR1 agonist	5	-1	8	22	·	11	3	1
M5 antag	15	22	2	-8	6	4	22	5
M1 ag	4	-2	-6	1	1	-6	-1	-3
CHRM4 agonist	16	3	4	1	8	3	3	0
M1 antag	10	10	22	-10	4	-10	10	-1

17. CSCCC(NC(=O)c1ccccc1)C(=O)NCCc1ccc2c(c1)OCCO2 (stereo unspecified)
18. CC(C)COC(=O)C(C#N)c1nc2ccccc2nc1N1CCN(Cc2ccc3c(c2)OCO3)CC1 (stereo unspecified)
19. O=C(Cn1ncnn1)OCc1ccccc1Cl
20. Cn1ccs/c1=N\C(=O)Nc1cccc(C(F)(F)F)c1
21. COc1cc(C(=O)NCc2nnc(SCC(=O)Nc3nc4ccccc4s3)o2)cc(OC)c1OC
22. O=S(=O)(N/N=C1\CC(c2ccccc2)Oc2ccccc21)c1ccccc1 (stereo unspecified)
23. Cc1ccnc(Nc2nc(-c3ccc(O)cc3)cs2)c1
24. Cc1ccsc1C(=O)NCC(=O)OCc1ccccc1
Assay by compound	17	18	19	20	21	22	23	24
CHRM4 antagonist	-12	6	-4	-2	8	-2	-2	-5
CHRM5 agonist	1	-6	0	-4	-1	-2	-4	-4
CHRM1 PAM	6	-1	2	-3	7	12	13	8
CHRM5 PAM	-2	-3	-5	9	2	6	0	-4
TAAR1 agonist	0	2	5	0	13	8	-1	-1
M5 antag	9	7	1	-4	-7	-2	8	-6
M1 ag	-3	-6	-1	-3	-8	3	0	0
CHRM4 agonist	6	-1	1	4	1	0	1	1
M1 antag	-11	4	-2	0	-2	-33	-18	-7

Reformatted with two lines to a compound: part of the list above
Order of values: CHRM4 antagonist, CHRM5 agonist, CHRM1 PAM, CHRM5 PAM, TAAR1 agonist, M5 antag, M1 ag, CHRM4 agonist, M1 antag
15: O=C(CCc1ccccc1)NNc1cc(N2CCCCC2)nc(N2CCCCC2)n1
  -2, 11, 11, 10, 3, 22, -1, 3, 10
16: O=C(NCc1ccc(Cl)cc1)N1CCOCC1
  1, -2, -5, -5, 1, 5, -3, 0, -1
17: CSCCC(NC(=O)c1ccccc1)C(=O)NCCc1ccc2c(c1)OCCO2 (stereo unspecified)
  -12, 1, 6, -2, 0, 9, -3, 6, -11
18: CC(C)COC(=O)C(C#N)c1nc2ccccc2nc1N1CCN(Cc2ccc3c(c2)OCO3)CC1 (stereo unspecified)
  6, -6, -1, -3, 2, 7, -6, -1, 4
19: O=C(Cn1ncnn1)OCc1ccccc1Cl
  -4, 0, 2, -5, 5, 1, -1, 1, -2
20: Cn1ccs/c1=N\C(=O)Nc1cccc(C(F)(F)F)c1
  -2, -4, -3, 9, 0, -4, -3, 4, 0
21: COc1cc(C(=O)NCc2nnc(SCC(=O)Nc3nc4ccccc4s3)o2)cc(OC)c1OC
  8, -1, 7, 2, 13, -7, -8, 1, -2

Following part
25. Cc1cc(C)c2c(=O)[nH]c(SCC(=O)Nc3ccc(Br)cc3)nc2n1
26. CCN(C(=O)CN1C(=O)NC(c2ccccc2)(c2ccccc2)C1=O)c1ccccc1
27. Cc1cc(NCCCOC(C)C)n2c(nc3ccccc32)c1C#N
28. Cc1ccc(Nc2c(O)nc[nH]c2=O)cc1
29. O=[N+]([O-])c1cccc(C2=NCCS2)c1
30. COc1cc(OC)cc(-c2c(C#Cc3ccsc3)c3cc(-c4ccccc4OC)ccc3n2C)c1
31. CC1CCN(C(=S)Nc2ccc3nc4n(c(=O)c3c2)CCCCC4)CC1
32. CCCCn1c(Cc2ccccc2)nnc1SCC(=O)N1CCOCC1
Assay by compound	25	26	27	28	29	30	31	32
CHRM4 antagonist	2	3	-14	-5	-5	-8	6	4
CHRM5 agonist	-1	5	-7	-1	-1	4	0	-1
CHRM1 PAM	7	5	-10	6	5	8	8	2
CHRM5 PAM	-1	2	-2	6	-12	6	-6	-1
TAAR1 agonist	4	1	0	-1	0	2	5	4
M5 antag	9	-2	12	12	6	-4	3	1
M1 ag	1	-1	-8	-1	-5	0	-10	-5
CHRM4 agonist	0	9	0	0	7	3	3	1
M1 antag	-3	-12	16	-4	-3	-8	-11	0

33. CCOC(=O)Cc1csc(NS(=O)(=O)c2ccc3c4c(cccc24)C(=O)N3CC)n1
34. O=c1[nH]c2cc3c(cc2cc1CN(CCO)S(=O)(=O)c1ccccc1Cl)OCCO3
35. COc1ccc(Cl)cc1NC(=O)/C=C/C(=O)O
36. COC(=O)c1c(NC(=O)CCl)sc(C(=O)N2CCOCC2)c1C
37. CC12CC3(C)CC(C)(C1)CC(C(=O)NC1=NCCS1)(C2)C3
38. CC(C)=CCOc1c2ccoc2c(OCC=C(C)C)c2oc(=O)ccc12
39. CCn1c(Cc2c(C)[nH]c3ccccc23)nnc1SCC(=O)NCc1ccco1
40. CC(=O)C(C)n1c(CN(C)Cc2ccccc2)nc2c1c(=O)n(C)c(=O)n2C (stereo unspecified)
Assay by compound	33	34	35	36	37	38	39	40
CHRM4 antagonist	0	5	-6	-6	-8	-10	-8	11
CHRM5 agonist	1	4	4	-1	-5	1	-1	2
CHRM1 PAM	3	8	20	3	0	-13	2	8
CHRM5 PAM	3	-5	2	-1	-3	-3	4	-2
TAAR1 agonist	1	2	3	2	2	-2	5	4
M5 antag	-6	3	6	2	-3	3	-3	-2
M1 ag	-3	-7	4	2	-6	-6	1	-5
CHRM4 agonist	0	1	0	4	-2	0	0	4
M1 antag	-9	-6	-19	3	-11	7	-1	-13

41. Cn1nnnc1Sc1ncnc2scc(-c3cccc4ccccc34)c12
42. Cc1ccc(NC(=O)CNc2ccc(N3CCOCC3)cc2)cc1S(=O)(=O)N(C)C
43. CCOc1ccc(N2C(=O)CSC2c2ccncc2)cc1 (stereo unspecified)
44. CN(C)c1ccc2c(O)cc(=O)n(C)c2c1
45. Cc1ccc(C)c(SCC(=O)NC(=O)NC2CCCC2)c1
46. Cc1ccc(OCC(=O)Nc2ccc(N3CCN(S(C)(=O)=O)CC3)cc2)c(C)c1
47. CC(=O)OCC(=O)Nc1ccc(N=Nc2ccccc2)cc1
48. CN(CC(=O)Nc1ccccc1Cl)C(=O)c1cccc(S(=O)(=O)N2CCN(c3ccccc3)CC2)c1
Assay by compound	41	42	43	44	45	46	47	48
CHRM4 antagonist	-8	2	18	11	-3	-3	-5	-5
CHRM5 agonist	-5	1	3	-2	-8	0	7	6
CHRM1 PAM	5	9	10	6	-8	11	-2	-7
CHRM5 PAM	0	-1	2	-1	-6	-2	-4	-13
TAAR1 agonist	6	2	6	15	6	2	9	3
M5 antag	11	2	-3	-7	7	11	-2	8
M1 ag	-6	-3	0	-4	-6	-4	2	-1
CHRM4 agonist	1	0	-1	0	-1	3	9	12
M1 antag	-1	-10	-4	-6	0	-7	8	20

49. CCC(C(=O)c1ccc2ncccc2c1)c1ccccc1 (stereo unspecified)
50. CC(=O)Nc1sc2c(c1C(c1ccccc1Cl)N1CCN(CCO)CC1)CCCC2 (stereo unspecified)
51. Cc1cc(C(=O)OCC(=O)NCc2ccccc2)c2ccccc2n1
52. O=C(NC1CCN(S(=O)(=O)c2ccccc2)CC1)c1ccccc1
Assay by compound	49	50	51	52
CHRM4 antagonist	-1	11	12	-1
CHRM5 agonist	-6	-5	1	-3
CHRM1 PAM	-27	-26	-5	4
CHRM5 PAM	-17	-25	-14	0
TAAR1 agonist	16	18	4	4
M5 antag	10	65*	10	15
M1 ag	-10	-8	-3	1
CHRM4 agonist	6	6	5	0
M1 antag	35*	45*	5	-3
